CHO-K1 Ca antag – M1 antagonist counterscreen hit in parental CHO-K1 cells | 0.6% of 360,000 active | inhibition, % at 3 µM | ATP-induced calcium, Fluo-8 fluorescence;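 active = inhibition above a per-plate cutoff, the plate's mean sample inhibition plus 3 SD, cut at about 24% in these data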;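 note: 0% = DMSO plus EC80 ATP and 100% = DMSO alone without ATP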
V1aR counter – counter-screen for oxytocin receptor agonists: human V1a receptor agonists; activation, % at 3 µM; CHO-V1R cells, Fluo-8 calcium fluorescence, agonist mode; 0% DMSO, 100% 3 nM vasopressin; AID 2797; 0.25% of 320,000 active;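 active = activation above the mean activation of all tested compounds plus 3 SD, per screening run, cut at about 20% in these data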;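 note: signal is peak over basal fluorescence ratio across a 100 second FLIPR read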
Target sequence (P37288 whole entry, looked up): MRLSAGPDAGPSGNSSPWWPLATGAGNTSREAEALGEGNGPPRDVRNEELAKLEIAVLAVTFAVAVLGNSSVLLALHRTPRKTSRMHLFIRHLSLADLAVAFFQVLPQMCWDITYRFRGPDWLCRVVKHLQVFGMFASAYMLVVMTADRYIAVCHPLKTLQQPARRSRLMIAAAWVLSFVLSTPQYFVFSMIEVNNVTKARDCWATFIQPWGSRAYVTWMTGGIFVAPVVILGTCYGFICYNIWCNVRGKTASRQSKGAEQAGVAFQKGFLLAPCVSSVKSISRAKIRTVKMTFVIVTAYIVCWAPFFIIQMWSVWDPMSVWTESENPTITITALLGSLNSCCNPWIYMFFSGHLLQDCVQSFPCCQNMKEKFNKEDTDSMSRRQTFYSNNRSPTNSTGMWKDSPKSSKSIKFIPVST
GPR7 antagonist – blocks human GPR7 receptor signaling; GPR7-expressing cells, fluorescence antagonist assay; inhibition, % at 4.4 µM; 1.1% of 290,000 active; AID 1861; in the data active = inhibition above about 16%, passing the limit was not always enough;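 note: cells stimulated with the agonist NPW; 0% = agonist with vehicle and 100% = vehicle without agonist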
CHO parental Ca – counter-screen for OX1R antagonists: effect in parental CHO cells. AID 463079. inhibition, % at 5.6 µM. 0.63% of 330,000 active. parental CHO-K1, ATP-induced calcium, Fluo-8 fluorescence;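 active = inhibition above that plate's mean sample inhibition plus 3 SD, cut at about 26% in these data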;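 note: 0% = ATP-challenged DMSO wells and 100% = DMSO wells without ATP; some compounds past the cut are filed as inactive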
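Test system: parental CHO cells; detection: calcium-sensitive Fluo-8 fluorescence; evaluation: percent inhibition of calcium signal; also added: ATP as calcium-mobilizing challenge; repeats: one well per compound; control set: ATP-challenged DMSO wells low, unchallenged DMSO wells high; compound: single nominal dose of 5.6 µM per compound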
OXTR agonist – human OXTR agonism. 0.32% of 320,000 active. activation, % at 3 µM. CHO-OTR cells, Fluo-8 calcium fluorescence; normalized: DMSO 0%, oxytocin 100%. AID 2435;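 active = activation above the mean of all tested compounds plus 3 SD, cutoff set per screening run, cut at about 20% in these data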;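 note: peak over basal fluorescence ratio from a 100 s FLIPR kinetic read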
OXTR potentiate – potentiates the human oxytocin receptor response; CHO-OTR cells, Fluo-8 calcium fluorescence, potentiator mode; 0% = oxytocin EC15, 100% = EC100; activation, % at 3 µM; 0.061% of 320,000 active; AID 2445;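 active = activation above that plate's cutoff, the mean activation of tested compounds plus 3 SD, cut at about 6.6% in these data, passing the limit was not always enough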;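 note: 100% uses oxytocin at 75 nM as the full agonist control; some results filed as inactive read as strong as hits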
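Replication – single well per compound, singlicate · Assay system – CHO cell line stably expressing human OTR · Timing – 6 min pre-incubation, 100 s read · Measure – normalized max/min fluorescence ratio, % activation · Doses – 3.0 µM, one dose · Detection – Fluo-8 calcium dye fluorescence · Probe or stimulus – oxytocin near EC15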
CHO-K1 Ca PAM – M1 PAM counterscreen hit in parental CHO-K1 cells; 0.02% of 360,000 active; activation, % at 3 µM; AID 602247; ATP EC20, Fluo-8 calcium fluorescence; 0% at ATP EC20, 100% at ATP max;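 active = activation above the run cutoff, the mean activation of all test compounds plus 3 SD, cut at about 40% in these data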;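 note: peak over basal fluorescence ratio in a 140 s read after ATP addition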
TAAR1 antagonist – human TAAR1 antagonism; 1.5% of 360,000 active; inhibition, % at 3 µM; CHO RD-HGA16 TAAR1, Fluo-8 calcium fluorescence, antagonist; Q96RJ0; AID 624466;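 active = inhibition above a per-plate cutoff, the mean inhibition of test compounds on that plate plus 3 SD, cut at about 49% in these data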;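 note: 0% = DMSO plus EC80 beta-PEA response and 100% = DMSO alone without agonist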
Target sequence (Q96RJ0 whole entry, looked up): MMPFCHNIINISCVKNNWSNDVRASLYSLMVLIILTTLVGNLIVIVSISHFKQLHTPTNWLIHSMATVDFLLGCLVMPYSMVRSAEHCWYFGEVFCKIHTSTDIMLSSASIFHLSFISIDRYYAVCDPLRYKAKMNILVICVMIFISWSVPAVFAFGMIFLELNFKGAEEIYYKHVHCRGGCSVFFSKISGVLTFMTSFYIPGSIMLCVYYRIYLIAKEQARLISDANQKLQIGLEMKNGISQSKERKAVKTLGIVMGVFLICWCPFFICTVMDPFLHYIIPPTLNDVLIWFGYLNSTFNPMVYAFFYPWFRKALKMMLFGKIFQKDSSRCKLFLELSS
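Assay system: CHO-derived RD-HGA16 cells stably expressing human TAAR1 plus Gα16. Timing: 140 s kinetic read after compound, 140 s after agonist. Technique: kinetic Fluo-8 calcium fluorescence measurement. Measure: % inhibition of agonist calcium response.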
CHO-K1 Ca ag – M1 agonist counterscreen hit in parental CHO-K1 cells; 0.48% of 360,000 active; Fluo-8 calcium fluorescence; scaled to maximal ATP response, vehicle zero; activation, % at 3 µM; in the data active = activation above about 15%;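 note: untransfected CHO-K1 host cells lacking M1 receptor as counterscreen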
Active calls of the source: *; nt = not tested or not shown.

SMILES	CHO-K1 Ca antag	V1aR counter	GPR7 antagonist	CHO parental Ca	OXTR agonist	OXTR potentiate	CHO-K1 Ca PAM	TAAR1 antagonist	CHO-K1 Ca ag
COc1cc(NC(=S)NC(=O)c2ccc(C(C)(C)C)cc2)ccc1NC(=O)c1cccs1	-10	-0.2	-4	-19	0.2	2	19	0	1.0
Cc1cc(NC(=O)c2cc(-c3ccc(Br)cc3)on2)no1	-5	0.6	-5	-6	0.9	-7	1	-21	0.5
Cc1noc(C)c1COc1ccc(C(=O)OCC(=O)c2ccc3c(c2)OCCO3)cc1	4	0.2	3	-8	0.7	-3	1	-1	-0.2
COC(=O)c1ccccc1NC(=S)NC(=O)COc1ccccc1Cl	1	0.8	-5	-14	0.3	4	13	11	0.6
Cc1cc(C)c(C)c(OCCOCCN2CCN(C)CC2)c1	-1	0.1	-11	-6	1.4	-3	9	7	0.3
Cc1nc2nc(SCC(=O)C(C)(C)C)[nH]c2cc1Br	-9	0.4	-16	-14	0.1	-9	12	-1	1.4
Cc1ccc2c(Cl)cc(Cl)c(OCC(=O)N3CCCC3)c2n1	-12	-1.2	-5	-8	-1.6	3	19	-21	0.7
COc1ccc(CCNC(=O)C2CC(=O)N(C3CCCCCCC3)C2)cc1OC (stereo not drawn)	-8	-0.8	-8	-23	-1.1	-2	-1	-1	-0.2
CCCCN(C)C(=O)c1ccc(CS(=O)(=O)c2ccccc2C)o1	-14	1.2	-12	-20	0.6	-5	28	-25	0.4
O=C(CCNC(=O)c1ccc([N+](=O)[O-])cc1)Nc1ccc(Cl)c(S(=O)(=O)N2CCOCC2)c1	-20	0.0	nt	2	-0.5	-7	22	102*	-0.4
CCN1C(=O)C(=O)c2cc(C)ccc21	-23	0.7	nt	-6	-0.5	2	20	-5	0.1
Cc1ccc(C(=O)NNC(=O)C2CC2)cc1Br	14	0.4	-3	3	0.0	-9	9	1	0.4
Fc1ccccc1CSc1ccc(-c2ccco2)nn1	-8	-1.6	-4	8	-2.3	1	16	-9	0.1
Cc1cc(C)cc(-n2c(C)cc(/C=N/NC(=O)CSc3ncccn3)c2C)c1	-11	1.3	-4	-18	5.1	-18	18	27	0.6
COc1ccc(-n2c(=O)[nH]cc(C(=O)Nc3ccc(NC(C)=O)cc3)c2=O)cc1	-11	1.1	-8	2	-0.3	-3	-1	-11	-0.7
CCO/C=C/C(O)(CNC(=O)COc1ccccc1F)C(F)(F)F (stereo not drawn)	-11	-0.1	-13	-15	-1.0	-1	-9	12	-0.1
NC1=C(c2ccc(F)cc2)C(=O)CS1	-4	-0.5	-11	-22	-0.2	-8	16	7	0.8
COc1ccc(C2/C(=C(/O)c3ccc4c(c3)CC(C)O4)C(=O)C(=O)N2CCN2CCOCC2)cc1 (stereo not drawn)	2	2.1	5	-14	1.6	-19	-2	5	-0.7
CCOc1ccc(N2CC(C(=O)N/N=C/c3sccc3C)CC2=O)cc1 (stereo not drawn)	-7	2.6	-22	-17	-2.9	-5	16	105*	-0.7
Cc1ccc(/C=N/n2c(C3CCCCC3)n[nH]c2=S)cc1	1	-0.6	-3	43*	-2.7	-19	6	-12	-0.9
O=C(Nc1ccc(F)cc1)N1CCn2c(nc3ccccc32)C1	-11	0.2	-13	-9	0.9	0	-5	13	1.2
CCc1ccccc1Nc1ccc(C(=O)O)cc1N	-9	-0.5	1	-7	-1.3	-6	11	-6	0.3
O=C(CSc1n[nH]c(-c2ccco2)n1)Nc1ccccc1	-13	-1.6	nt	-5	0.6	0	7	-16	0.3
O=c1c2ccccc2cnn1Cc1n[nH]c(=S)n1-c1ccccc1	1	0.7	-11	-1	0.2	1	-10	-8	-0.2
S=C1NCN(Cc2cccnc2)CN1c1cccc(Cl)c1	-9	-0.8	-10	-2	-0.8	-8	-5	-12	2.7
O=C(Nc1ccccc1-c1ccccc1)C(=O)Nc1ccccc1-c1ccccc1	nt	0.8	-4	-7	0.6	-18	nt	nt	nt
CS(=O)(=O)c1ccc(Cl)c(NC(=O)COC(=O)CNC(=O)c2sc3ccccc3c2Cl)c1	-3	3.0	nt	-20	1.1	-7	-8	-35	1.3
Cc1ccccc1CNC(=O)C1CCC(=O)N(C2CC2)C1 (stereo not drawn)	-16	0.1	2	-3	1.5	2	15	6	0.6
CCc1ccc(NC(=O)/C(C#N)=C\c2ccc(OC)c(C(=O)O)c2)cc1	21	0.0	0	-4	0.2	-8	-14	-12	-0.5
CC(=O)Nc1ccc(N(C)C)cc1[N+](=O)[O-]	6	0.3	-3	-8	0.2	-11	-5	-16	-0.4

The last 2 compounds of the section above are carried over, then new ones follow.
SMILES	CHO-K1 Ca antag	V1aR counter	GPR7 antagonist	CHO parental Ca	OXTR agonist	OXTR potentiate	CHO-K1 Ca PAM	TAAR1 antagonist	CHO-K1 Ca ag
CCc1ccc(NC(=O)/C(C#N)=C\c2ccc(OC)c(C(=O)O)c2)cc1	21	0.0	0	-4	0.2	-8	-14	-12	-0.5
CC(=O)Nc1ccc(N(C)C)cc1[N+](=O)[O-]	6	0.3	-3	-8	0.2	-11	-5	-16	-0.4
C=C(C)COc1ccc(-c2ncnc(C(F)(F)F)c2-c2ccccc2)c(O)c1	-2	2.7	-20	-8	2.1	-13	14	32	4.1
CC(c1nnc(SCC(=O)Nc2cc([N+](=O)[O-])ccc2F)n1Cc1ccccc1)N(C)C (stereo not drawn)	-17	-0.2	0	-18	0.6	-5	3	-7	2.0
COC(=O)c1c(NC(=O)/C=C/C(=O)O)sc(C)c1-c1ccc(C)c(C)c1	-7	-1.1	16	-5	-3.0	-2	25	2	-0.5
COCCNC(=O)CS(=O)Cc1nc(-c2ccccc2C)oc1C (stereo not drawn)	-2	0.2	8	-1	-0.3	3	-5	-17	0.2
CC(C)OC(=O)c1c(NC(=O)c2cnn3c2NC(c2ccccc2)CC3C(F)(F)F)sc2c1CCCC2 (stereo not drawn)	-6	1.5	-9	5	-0.2	0	21	2	0.2
COc1ccccc1N1CCN(C(=O)Cn2nnc(-c3ccncc3)n2)CC1	-7	0.6	-9	-4	1.5	1	18	9	1.0
Cn1nccc1NC(=O)CSCC(=O)O	-1	1.9	-9	-1	-0.2	-10	6	-2	3.7
COc1ccc(CCNC(=O)c2cccc(S(=O)(=O)N3CCc4ccccc4C3)c2)cc1	-17	6.0	nt	-13	1.8	-8	11	49*	7.2
CN1CCN(c2ccc(Cl)cc2NC(=O)c2cc(=O)[nH]c3ccccc23)CC1	7	1.6	nt	-14	1.9	-5	-4	13	5.6
COc1cccc(F)c1C(=O)NC(=O)Nc1ccc2nc(C)oc2c1	-10	1.7	-4	-17	1.1	-1	8	nt	2.5
Cc1cccc(C)c1NC(=S)N/N=C/c1ccccc1C(=O)O	-14	-0.2	-10	-4	0.2	-9	17	-18	0.6
CCn1c(/C=C/N(C)c2ccccc2)[n+](CC)c2ccc(Cl)cc21	2	-0.1	14	-7	0.0	2	5	7	0.2
CCOc1ccc(N(CC(=O)NCc2ccc(F)cc2)C(=O)CCC(=O)Nc2nccs2)cc1	1	0.2	-5	-16	0.3	-7	-9	-7	0.4
COc1ccc(C(CNC(=O)c2cccc(S(=O)(=O)NCc3ccccc3)c2)N2CCOCC2)cc1 (stereo not drawn)	4	-0.8	nt	-19	-0.5	6	0	-34	-0.2
COc1ccc(Cl)cc1NC(=O)[C@@H]1CCCN1C(=O)c1cccs1	7	-0.5	3	-12	-1.5	-1	5	-25	-0.3
CCOCCCn1c(-c2ccc(Cl)cc2)n[nH]c1=S	-14	0.2	-5	-7	0.3	-1	18	-19	0.7
O=C(CCN1C(=O)C2C3CCC(C3)C2C1=O)Nc1cccc(Cl)c1 (stereo not drawn)	0	3.0	3	-6	1.2	-3	-12	-20	0.8
O=C(NCCS(=O)(=O)c1ccc(Br)cc1)c1ccccc1Cl	-14	0.7	2	-1	0.0	-8	10	4	1.4
CCn1c(COc2ccc(Cl)cc2)nnc1SCc1nc2ccccc2[nH]1	-29	11	0	-9	14	-11	-8	11	4.9
COCCNC(=O)c1ccccc1NC(=O)Cc1ccccc1[N+](=O)[O-]	-9	0.6	12	-10	-0.1	-8	2	15	0.5
c1ccc2c(c1)CCc1snnc1-2	-14	0.4	-15	-8	-1.7	3	21	-2	-0.2
Cc1csc(NC(=O)CSc2nnc(-c3ccoc3C)n2C(C)c2ccccc2)n1 (stereo not drawn)	-11	-0.1	-5	-21	-0.7	-1	3	-6	0.6

Structural class: the entries above with a nitro group on carbon (four)
SMILES	CHO-K1 Ca antag	V1aR counter	GPR7 antagonist	CHO parental Ca	OXTR agonist	OXTR potentiate	CHO-K1 Ca PAM	TAAR1 antagonist	CHO-K1 Ca ag
O=C(CCNC(=O)c1ccc([N+](=O)[O-])cc1)Nc1ccc(Cl)c(S(=O)(=O)N2CCOCC2)c1	-20	0.0	nt	2	-0.5	-7	22	102*	-0.4
CC(=O)Nc1ccc(N(C)C)cc1[N+](=O)[O-]	6	0.3	-3	-8	0.2	-11	-5	-16	-0.4
CC(c1nnc(SCC(=O)Nc2cc([N+](=O)[O-])ccc2F)n1Cc1ccccc1)N(C)C (stereo not drawn)	-17	-0.2	0	-18	0.6	-5	3	-7	2.0
COCCNC(=O)c1ccccc1NC(=O)Cc1ccccc1[N+](=O)[O-]	-9	0.6	12	-10	-0.1	-8	2	15	0.5
